# Screens from PubChem.
# GPR151 ag = activates the human receptor GPR151; Q8TDV0; PathHunter beta-arrestin GPR151 cells, luminescence; activation, % at 11.2 µM; actives 1% (n = 650,000); AID 1508602; in the data active means activation above about 4.9%;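 further: 0% = median of compound wells and 100% = cells with positive control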
# MITF primary = blocks human microphthalmia-associated transcription factor | inhibition, % at 2.6 µM | actives 0.91% (n = 650,000) | AlphaScreen MITF homodimerization, bead proximity signal | AID 1259374 | O75030; in the data active means inhibition above about 50%;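 further: 0% = vehicle wells with protein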
# TEAD-YAP inh = TEAD-YAP interaction inhibition; HEK-TIYL cells, TEAD-Gal4/YAP UAS-luciferase luminescence; inhibition, % at 9.12 µM; actives 1.4% (n = 640,000); in the data active means inhibition above about 32%;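 further: 0% = median of test compound wells and 100% = reference inhibitor wells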
# FBW7 act = activators of human E3 ligase FBW7 | normalized activity (activation), % at 26.1 µM | Q969H0 | actives 0.13% (n = 650,000) | AlphaScreen FBW7–phospho-cyclin E peptide binding, activator screen; in the data active means normalized activity above about 1.9%;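 further: purified mutant Fbw7 with reduced substrate affinity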
# Target sequence (Q969H0 whole entry, looked up): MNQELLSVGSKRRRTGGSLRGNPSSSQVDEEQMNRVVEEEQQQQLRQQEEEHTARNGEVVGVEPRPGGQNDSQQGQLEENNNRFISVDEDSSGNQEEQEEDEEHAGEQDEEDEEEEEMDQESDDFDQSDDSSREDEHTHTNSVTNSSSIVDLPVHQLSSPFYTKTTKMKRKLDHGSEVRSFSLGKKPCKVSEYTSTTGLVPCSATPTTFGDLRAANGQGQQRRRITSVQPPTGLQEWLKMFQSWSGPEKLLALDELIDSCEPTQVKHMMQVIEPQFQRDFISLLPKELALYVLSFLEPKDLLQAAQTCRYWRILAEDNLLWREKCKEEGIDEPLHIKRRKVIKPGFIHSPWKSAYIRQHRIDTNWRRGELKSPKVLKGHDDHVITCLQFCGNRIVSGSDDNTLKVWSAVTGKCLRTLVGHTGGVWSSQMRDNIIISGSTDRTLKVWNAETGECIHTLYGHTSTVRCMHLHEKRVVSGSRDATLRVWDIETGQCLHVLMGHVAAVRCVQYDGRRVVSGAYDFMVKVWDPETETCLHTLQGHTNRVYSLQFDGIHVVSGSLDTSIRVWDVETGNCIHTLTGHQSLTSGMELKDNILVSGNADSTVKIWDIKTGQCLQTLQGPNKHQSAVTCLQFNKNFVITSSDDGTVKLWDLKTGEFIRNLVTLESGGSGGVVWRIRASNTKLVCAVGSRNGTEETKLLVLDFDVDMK
# Active calls of the source: *.
# Fields – MITF primary	GPR151 ag	TEAD-YAP inh	FBW7 act
> O=C(NCc1ccco1)N1CCC(CN2CCOCC2)CC1
    -9.0	-1.4	-0.1	0.0
> Cc1cc(C)nc(NC2=NCC(=O)N2c2cc(Cl)cc(Cl)c2)n1
    -12.9	0.2	-7.6	-0.2
> CC1(C)OC(=O)C(=CNc2ccc3ccccc3c2)C(=O)O1
    -22.5	-0.4	20.9	-0.3
> CCOC(=O)NC(Nc1ccc(F)cc1)C(Cl)(Cl)Cl (centres undefined)
    -11.3	1.4	-3.3	0.0
> CCN(CC)C(=O)C1CCCN(Cc2c(F)cccc2Cl)C1 (centres undefined)
    31.6	0.9	-5.3	-0.2
> Cc1ccc(N2C(=O)N(CC(=O)c3ccccc3)c3ccccc3S2(=O)=O)cc1
    -11.4	2.5	0.0	-0.1
> Nc1c(C(=O)NCCC2=CCCCC2)sc(=S)n1-c1ccccc1
    11.7	-0.5	-37.9	-0.2
> CCOC(=O)N1CCN(C(=O)c2sc3ncn(CC(=O)Nc4cccc(C(F)(F)F)c4)c(=O)c3c2C)CC1
    23.9	-0.2	11.3	0.8
> O=C(CN(c1cc(C(F)(F)F)ccc1Cl)S(=O)(=O)c1ccccc1)NCc1ccncc1
    15.8	-1.0	3.8	0.4
> COc1ccccc1C(=O)NN(C)C1=NS(=O)(=O)c2ccccc21
    3.1	0.2	2.5	-0.1
> CC(=O)Nc1ccc(NC(=O)C2CCN(C(=O)NC3CCCCC3)CC2)cc1
    9.5	0.4	-1.8	0.0
> C=CCOc1ccc(/C=C2\C(=O)N(c3ccc(S(N)(=O)=O)cc3)N=C2C(F)(F)F)cc1OC
    0.8	0.2	-11.5	0.0
> COc1ccccc1CNS(=O)(=O)c1ccc(F)c(C(=O)Nc2ccc(Cl)cc2Cl)c1
    20.5	-0.3	4.3	0.2
> CC(=O)Nc1ccc(C(=O)OCc2cccc(F)c2)cc1
    0.4	-0.2	-2.1	-0.4
> Cc1cnc(C(=O)Nc2ccnn2-c2cccc(C(=O)Nc3ccc(N4CCOCC4)cc3)c2)cn1
    4.0	0.0	-1.3	-0.9
> CC[C@@H](C(=O)O)C1O[C@@H]([C@@H](C)[C@H](O)[C@H](C)C(=O)[C@H](CC)[C@H]2O[C@]3(C=C[C@@H](O)[C@]4(CC[C@@](C)([C@H]5CC[C@](O)(CC)[C@H](C)O5)O4)O3)[C@H](C)C[C@@H]2C)[C@@H](C)C[C@@H]1C (some centres undefined)
    20.6	-0.2	3.5	0.1
> COc1ccc(Cn2c(C)cn3c4c(=O)n(CC(N)=O)c(=O)n(C)c4nc23)cc1
    1.6	4.7	3.9	0.0
> CC(=O)c1cccc(Nc2ncnc3c2cnn3-c2ccc(Cl)cc2)c1
    -0.4	1.1	-4.6	0.0
> Cc1ccc(CC(C)CC(=O)NCc2ccccc2)cc1 (centres undefined)
    -4.3	-0.1	19.9	0.1
> CCOc1ccc(CCNC(=O)CN2C(=O)CCSc3ccccc32)cc1OCC
    1.2	-1.0	1.2	0.5

# One compound at a time, from the list above. Order of screens: MITF primary, GPR151 ag, TEAD-YAP inh, FBW7 act
# CC(=O)Nc1ccc(NC(=O)C2CCN(C(=O)NC3CCCCC3)CC2)cc1 is listed with 9.5, 0.4, -1.8, 0.0
# CCOc1ccc(CCNC(=O)CN2C(=O)CCSc3ccccc32)cc1OCC is listed with 1.2, -1.0, 1.2, 0.5
# COc1ccccc1CNS(=O)(=O)c1ccc(F)c(C(=O)Nc2ccc(Cl)cc2Cl)c1 is listed with 20.5, -0.3, 4.3, 0.2

# (more compounds)
# Fields – MITF primary	GPR151 ag	TEAD-YAP inh	FBW7 act
> CC(=O)Nc1ccc(NC(=O)C(C)OC(=O)COc2ccc(Cl)cc2)cc1 (centres undefined)
    14.4	-0.7	-3.7	0.1
> Cc1nc(CCNC(=O)CCc2nnc(Cc3ccc(-c4ccccc4)cc3)o2)sc1C
    2.9	1.7	3.0	0.0
> CCN(CC)c1ccc(/C=N/N=C(\N)c2nonc2N)cc1
    0.8	-4.7	-21.8	-0.1
> O=C(NCC1CCCCC1)c1c[nH]c2cc(-c3cn[nH]c3)ccc12
    17.6	-0.6	-1.7	0.1
> N#CC1=C(N)OC2=C(C(=O)OC2)C1c1c(Cl)cccc1Cl (centres undefined)
    11.2	0.1	0.6	0.4
> COc1nc(Nc2cccc(C)c2)nc(N2CCCCC2)n1
    13.9	0.0	-7.2	0.0
> CC(C)CN1C(=O)c2ccc(C(=O)NCc3ccc(C(=O)O)cc3)cc2C1=O
    -5.0	1.8	-3.6	0.0
> O=C(CN1CCCc2ccccc21)N/N=C/c1ccco1
    -8.3	-1.9	67.7*	0.0
> CCC(c1nnnn1Cc1ccccc1)N1CCN(c2ccccc2F)CC1 (centres undefined)
    22.6	-1.2	-9.4	0.0
> Cc1cc(C)cc(NC(=O)c2sc3ncn(Cc4cccc(F)c4)c(=O)c3c2C)c1
    2.7	-1.3	-5.2	0.6
> Fc1ccc(Cn2nnnc2CN2CCN(c3nc4ccccc4s3)CC2)cc1
    16.3	-1.1	5.0	0.0
> CCCNC(=O)c1ccccc1NS(=O)(=O)c1ccc2c(c1)OCCO2
    -7.1	0.0	-5.2	-0.1
> COCC(=O)Nc1cnn(-c2cccc(C(=O)N(C)Cc3n[nH]c4c3CCCC4)c2)c1
    -0.4	1.4	1.1	0.2
> Cc1cc(NC(=O)CSc2nc3ccccc3c3nc(-c4ccccc4)nn23)n[nH]1
    -5.6	-1.2	-17.5	0.2
> Cc1nc(N2CCN(c3ccccn3)CC2)c2c(C)c(C(=O)N3CCN(c4ccccc4F)CC3)sc2n1
    -3.8	1.5	2.9	-0.2
> Cc1ccc(C(=O)c2sc3nc4c(cc3c2N)CCC4)cc1
    18.1	0.8	-23.3	0.3
> Cn1c(=O)c2ccccc2n2c(SCC(=O)N3CCc4ccccc43)nnc12
    -8.1	-0.7	7.8	0.0
> Cc1ccc(NC(=O)c2ccccc2NC(=O)c2ccc(F)cc2)c(C(=O)c2ccccc2)c1
    12.7	-0.6	2.3	0.4
> CCN(C(=O)C1CCN(c2nc(-c3ccc(OC)cc3)no2)CC1)c1ccccc1
    0.9	1.0	5.8	0.1
> O=C(Cc1ccccc1)Nc1ccc2oc(-c3ccc(F)cc3Cl)nc2c1
    18.6	0.4	11.6	0.0
> CC(=O)Nc1cccc(NC(=S)NC(NC(=O)C(C)(C)C)C(Cl)(Cl)Cl)c1 (centres undefined)
    8.5	0.6	2.2	1.2
> c1ccc2c(NNc3ncnc4ccccc34)ncnc2c1
    2.0	-1.0	-12.3	0.0
> CC(=O)Nc1ccc(OCc2nnc(-c3ccccc3)o2)cc1
    17.0	-0.2	-5.5	0.7
> Cc1ccc(C(=O)Nc2cccc(C(C)O)c2)cc1[N+](=O)[O-] (centres undefined)
    -7.0	0.3	-1.4	0.1
> Cc1nc(C)n(-c2ccc(Nc3nccc(-c4ccccc4)n3)cc2)n1
    13.3	-1.3	3.9	0.5
> NC(=O)N=Nc1c(O)n(CCCl)c2ccccc12
    -7.7	1.4	-1.2	0.1
> CN(Cc1cnn(C)c1)Cc1c(C(=O)N2CCc3ccccc3C2)nc2ccc(Cl)cn12
    -8.2	1.3	2.8	0.1
> Cc1ccc2c(c1)-c1c(cnn1CC(=O)NC1CCC(C)CC1)CO2 (centres undefined)
    2.3	0.4	0.7	-0.3
> c1ccc(CC2CCN(c3nc4ccccc4n4nnnc34)CC2)cc1
    1.7	-1.4	1.4	-0.2
> O=C(/C=C/c1ccco1)N1CCCC(c2ccccc2)C1 (centres undefined)
    2.3	0.8	-1.7	0.2
> O=c1/c(=C/C2=CC([N+](=O)[O-])=C=C=C2)sc2nc3ccccc3n12
    8.4	0.3	-2.9	0.1
> CCc1ccc(N(C)S(=O)(=O)c2ccc3[nH]cc(C(=O)N4CCC(C)CC4)c(=O)c3c2)cc1
    5.0	-1.1	1.8	0.1
> COC(=O)c1ccc(CNC(=O)CSC(C)C(=O)Nc2cc(C)on2)cc1 (centres undefined)
    3.0	0.1	8.8	0.4
> Cc1cc(C)c(C#N)c(Cl)n1
    -12.3	-0.5	5.2	-0.1
> CCOc1ccc(/C=C2/SC(=Nc3ccccc3Cl)NC2=O)cc1
    2.6	0.6	-2.9	-0.1
> Cn1c(SCc2ccc(Br)cc2)nc2c([nH]c3ccccc32)c1=O
    11.8	0.2	3.5	0.3
> COc1cc(C)cc(CN2CCN(S(=O)(=O)/C=C/c3ccccc3)CC2)c1O
    0.8	-1.4	-3.9	0.1
> COc1cc(=O)n2c(c1C(=O)NCc1cccs1)CCN(C(=O)C1CC=CCC1)CC2 (centres undefined)
    -3.2	0.3	0.7	0.1
> CCCNC(=O)CSc1nc2ccccc2n1CC(=O)NC(C)(C)C
    -11.7	0.3	14.2	-0.5
> COC(=O)c1cc2c(cc1NC(=O)NCc1noc3ccccc13)OCO2
    9.0	9.2*	11.0	0.0
> CS(=O)(=O)Oc1ccc(/C=C2/N=C(c3ccc(Cl)cc3)OC2=O)cc1
    2.9	-0.3	5.3	0.0
> Cc1ccc(NC(=O)COc2ccc(C)c(C)c2)c(C)c1
    -15.9	-0.2	-12.9	0.0
> CCc1cccc(OCCCn2ccnc2)c1
    25.9	-1.2	-4.3	0.1
> NC(=O)c1cc2ccccc2oc1=Nc1ccc(I)cc1
    9.4	0.6	-1.8	0.0
> CC(=O)N1CCN(c2c3c(nc4cc(-c5cccc(Cl)c5)nn24)CCC3)CC1
    8.1	0.1	-2.8	0.1
> Cn1c2c(c(=O)n(C)c1=O)C(C(F)(F)F)(C(F)(F)F)N=C(CCC1CCCCC1)N2
    9.4	-0.4	2.6	0.0
> C/C(CC(=O)Nc1ccc(C(N)=O)cc1)=N\NC(=O)c1cccs1
    -3.2	-2.8	-62.0	0.3
> CCCCN(CC(=O)NC(C)(C)C)C(=O)C(=O)Nc1ccc2c(c1)OCCO2
    4.2	-0.2	4.1	0.0
> CCOc1ccc(CN2CCN(Cc3cccc([N+](=O)[O-])c3)CC2)cc1
    59.7*	0.8	13.4	-0.4
> CCOC(=O)C1=C(CSc2nc(-c3cccs3)ccc2C#N)OC(N)=C(C#N)C1c1ccccc1Cl (centres undefined)
    -9.6	-0.8	-6.5	-0.2

# New compounds follow
# Fields – MITF primary	GPR151 ag	TEAD-YAP inh	FBW7 act
> O=C(NCc1ccccc1)N1CCOc2ccc(Cl)cc21
    -1.7	0.2	-6.6	-0.1
> COc1ccc(CCN2C(=O)NC(=O)/C(=C/c3cnn(-c4ccccc4)c3)C2=O)cc1OC
    3.7	2.5	-15.3	-0.8
> O=C(CSc1cccc[n+]1[O-])Nc1ccc([N+](=O)[O-])cc1Cl
    -5.7	0.7	13.2	0.0
> CC1=NOC(=O)/C1=C/c1ccccc1OCc1ccccc1F
    48.8	1.7	-7.9	-0.1
> Cc1ccc2c(c1)N(C(=O)Nc1ccc(Br)cc1F)CCO2
    7.8	1.2	-3.0	0.0
> Cc1ccc(NC(=O)CCl)cc1F
    2.1	2.7	25.4	-0.1
> CSCCOC(=O)C1=C(C)NC(=O)NC1c1ccc([N+](=O)[O-])cc1 (centres undefined)
    4.7	-0.5	-6.5	-0.2
> CCC(=O)Nc1ccc2nc(SCC(=O)Nc3ccc(C(C)=O)cc3)sc2c1
    12.1	-0.8	-49.2	0.9
> COc1cccc(/C=N\NC(=O)c2ccccn2)c1OC
    9.8	1.3	-44.9	-0.1
> CN1CCN(Cc2ccc(NC(=O)c3ncoc3-c3ccccc3C(F)(F)F)cc2)CC1
    3.8	0.5	11.3	1.0

# Brought forward from above: three compounds, followed by the next part.
# Fields – MITF primary	GPR151 ag	TEAD-YAP inh	FBW7 act
> CCC(=O)Nc1ccc2nc(SCC(=O)Nc3ccc(C(C)=O)cc3)sc2c1
    12.1	-0.8	-49.2	0.9
> COc1cccc(/C=N\NC(=O)c2ccccn2)c1OC
    9.8	1.3	-44.9	-0.1
> CN1CCN(Cc2ccc(NC(=O)c3ncoc3-c3ccccc3C(F)(F)F)cc2)CC1
    3.8	0.5	11.3	1.0
> COc1cc(Nc2cc(Nc3cnccn3)nc(N)n2)cc(OC)c1OC
    0.8	0.4	7.3	0.1
> O=S(=O)(c1ccc(Cl)nc1)N1CCCCC1
    17.2	-0.2	-3.2	0.2
> O=C(c1ccccc1)c1ccc(C(=O)N2CCOCC2)o1
    -1.1	-2.2	-46.8	0.1
> COc1ccc(C)cc1N(CC(=O)NC(C)(C)C)S(C)(=O)=O
    7.8	0.4	15.0	0.8
> CN(CC(=O)Nc1ccc(F)c(F)c1F)CN1C(=O)c2cccc([N+](=O)[O-])c2C1=O
    -4.0	0.0	-0.5	0.0
> CCN(CC)CC(O)Cn1c(-c2ccc(OC)cc2)cc2ccccc21 (centres undefined)
    0.0	-0.2	2.5	-0.1
> CCOC(=O)c1cnc(SCC(=O)c2ccc([N+](=O)[O-])cc2)nc1N
    9.7	0.0	1.7	0.4
> CCc1ccc(CCC(=O)Nc2ncc(Cc3ccccc3F)s2)o1
    11.5	-0.9	15.1	0.0
> Cc1ccc(OCCCC(=O)NC(C)c2ccccc2)cc1 (centres undefined)
    7.6	0.5	11.0	-0.1
> COc1ccc(C2(NC(C)=O)CCN(C(=O)c3cccs3)CC2)cc1
    5.9	2.9	17.3	0.4
> COc1ccccc1C(=O)Nc1noc2nc(C)ccc12
    -0.7	1.6	-12.2	-0.3
> O=C(Cc1cc(-c2ccccc2)on1)NCc1ccncc1
    3.8	0.0	-12.2	-0.1
> Cc1ccc(Cc2nc(-c3ccncc3)no2)cc1
    -1.3	0.5	8.5	-0.4
> CC(=O)c1cccc(NC(=O)CCNS(=O)(=O)c2cc(Br)cnc2N)c1
    13.9	-1.9	6.8	0.1
